Compound activity (PubChem BioAssay)
RMI FANCM FP – blocks RMI1/RMI2 complex binding to FANCM MM2 peptide; AID 1159607; FP signal (polarization) at 33 µM; Fluorescence polarization, RMI core complex with F-MM2 peptide; active compounds read low; 70,000 compounds, 0.58% hits; in the data active = FP signal below about 40; note: inactives centre near 61; strong numbers were not always called active; unit not given here
* marks the source's active call; other numbers are inactive results; & = joins results of further samples. A portion of the library (hit frequency here may not be typical).

Screening COc1ccc(C)c2sc(N(Cc3ccccc3)C(=O)c3ccn(C)n3)nc12 returned RMI FANCM FP 69.
Screening CCn1ccc(C(=O)Nc2nc(-c3ccccn3)cs2)n1 returned RMI FANCM FP 68.
COc1ccc(C)c2sc(N(Cc3ccccn3)C(=O)c3ccccc3SC)nc12 was read as RMI FANCM FP 60.
`CCOC(=O)/C(C#N)=C/c1ccc(-c2cccc(C(F)(F)F)c2)o1` gave RMI FANCM FP -5.
Screening NC(=O)C1CCN(C(=O)c2n[nH]c3ccccc23)CC1 returned RMI FANCM FP 65.
For Fc1ccc(OCOc2ccc(F)cc2)cc1 the results were RMI FANCM FP 54.
`C[C@H]1O[C@@H](O[C@H]2[C@@H](O)C[C@H](O[C@H]3[C@@H](O)C[C@H](O[C@H]4CC[C@@]5(C)[C@H](CC[C@@H]6[C@@H]5C[C@@H](O)[C@]5(C)[C@@H](C7=CC(=O)OC7)CC[C@]65O)C4)O[C@@H]3C)O[C@@H]2C)C[C@H](O)[C@@H]1O` gave RMI FANCM FP 59.
For Cc1cc(=O)[nH]c(-n2nc(-c3cccs3)cc2NC(=O)c2ccc(Br)o2)n1 the results were RMI FANCM FP 63.
CC(C)CCn1c(=O)oc2ccccc21 was read as RMI FANCM FP 62.
CCCC(=O)Nc1ccc(C(=O)NCCNC(=O)c2ccco2)cc1 was read as RMI FANCM FP 65.

Arranged by heavy-atom count (lowest first): 7 of the compounds above
CC(C)CCn1c(=O)oc2ccccc21 was read as RMI FANCM FP 62.
For Fc1ccc(OCOc2ccc(F)cc2)cc1 the results were RMI FANCM FP 54.
Screening NC(=O)C1CCN(C(=O)c2n[nH]c3ccccc23)CC1 returned RMI FANCM FP 65.
CCCC(=O)Nc1ccc(C(=O)NCCNC(=O)c2ccco2)cc1 was read as RMI FANCM FP 65.
For Cc1cc(=O)[nH]c(-n2nc(-c3cccs3)cc2NC(=O)c2ccc(Br)o2)n1 the results were RMI FANCM FP 63.
COc1ccc(C)c2sc(N(Cc3ccccn3)C(=O)c3ccccc3SC)nc12 was read as RMI FANCM FP 60.
`C[C@H]1O[C@@H](O[C@H]2[C@@H](O)C[C@H](O[C@H]3[C@@H](O)C[C@H](O[C@H]4CC[C@@]5(C)[C@H](CC[C@@H]6[C@@H]5C[C@@H](O)[C@]5(C)[C@@H](C7=CC(=O)OC7)CC[C@]65O)C4)O[C@@H]3C)O[C@@H]2C)C[C@H](O)[C@@H]1O` gave RMI FANCM FP 59.

Next section:
For O=C(CNS(=O)(=O)c1ccccc1)N1CCOC(c2ccccc2)C1 (stereo unspecified) the results were RMI FANCM FP 73.
`CCCCNC(=O)N1CCN(c2ncc(Br)cn2)CC1` gave RMI FANCM FP 53&51.
For O=C(NCC1CCN(Cc2ccco2)CC1)C(=O)NC1CCCCC1 the results were RMI FANCM FP 69.
For Cc1ccc(C)c(-c2nnc(NC(=O)CCSc3ccc(F)cc3)o2)c1 the results were RMI FANCM FP 50.
Screening COc1ccc(C)cc1S(=O)(=O)NCCOc1ccc(F)cc1 returned RMI FANCM FP 59.
`O=C(Nc1ccc2ccccc2c1)N1CCCN(CCOc2ccccc2)CC1` gave RMI FANCM FP 62.
CCOc1ccc(-c2noc(Cn3c(=O)n(CCCOC)c(=O)c4ccccc43)n2)cc1OC was read as RMI FANCM FP 104.
For Clc1cccc(-c2noc(-c3cc(-c4ccco4)n[nH]3)n2)c1 the results were RMI FANCM FP 74.
Screening Cc1cccc(-c2noc(CSc3nc(-c4ccc(F)cc4)cc(=O)[nH]3)n2)c1 returned RMI FANCM FP 62.
`Cc1cc([N+](=O)[O-])nn1CC(=O)Nc1c(F)cc(F)cc1Br` gave RMI FANCM FP 56.
CC(=O)N1CSCC1C(=O)NNS(=O)(=O)c1cccc(C(F)(F)F)c1 (stereo unspecified) was read as RMI FANCM FP 55.
For Cc1oc(-c2ccc(Cl)cc2)cc1C(=O)NCc1ccccc1 the results were RMI FANCM FP 56.
Screening O=C(NCC(c1ccsc1)N1CCCCCC1)c1ccc(-c2ccccc2)cc1 (stereo unspecified) returned RMI FANCM FP 70.
CS(=O)(=O)c1ccc(Nc2nc(CC(=O)NCc3ccncc3)cs2)cc1 was read as RMI FANCM FP 64.
COc1ccc(C)cc1NC(=O)CN1CCCN(Cc2ccccc2F)S1(=O)=O was read as RMI FANCM FP 75.
`CCOC(=O)C1=C(C)Nc2nc(SC)nn2C1c1ccc(C(F)(F)F)cc1` (stereo unspecified) gave RMI FANCM FP 66.
Screening COc1ccccc1CNC(=O)Cn1cnc2c(-c3ccccc3)csc2c1=O returned RMI FANCM FP 92.
For Cc1ccc(C(=O)CSc2ccc(-c3ccncc3)nn2)cc1 the results were RMI FANCM FP 57.
COCCN1CCC(CNC(=O)C(=O)Nc2c(C)cc(C)cc2C)CC1 was read as RMI FANCM FP 72.
Screening Cn1c(=O)c2c3nc4cc(Cl)c(Cl)cc4cc3c(=O)n(C)c2n(C)c1=O returned RMI FANCM FP 54.
`CCOC(=O)Nc1ccc(OC)cc1` gave RMI FANCM FP 57.
O=S(=O)(NCc1cn2ccccc2n1)c1cc(Cl)ccc1Cl was read as RMI FANCM FP 59.
`Cc1cc(-c2ccccc2)c2c(n1)sc1c(=O)n(CC(=O)Nc3cc(F)ccc3F)cnc12` gave RMI FANCM FP 68.
`Cc1cc(C)n(Cc2ccc(Cl)cc2)c(=O)c1C#N` gave RMI FANCM FP 52.
Screening COc1ccc(-c2ccc(S(=O)(=O)Nc3ccccc3OC)cc2)cc1 returned RMI FANCM FP 59.
O=C(NCCS(=O)(=O)N1CCN(c2ncccn2)CC1)c1ccc(=O)[nH]c1 was read as RMI FANCM FP 58.
COc1cccc(NC(=O)COc2cc(=O)n3cccc(C)c3n2)c1 was read as RMI FANCM FP 62.
CC(C)(C)c1csc(NC(=O)c2ccc(N3CCOCC3)c([N+](=O)[O-])c2)n1 was read as RMI FANCM FP 54.
For COc1ccc(CCS(=O)(=O)NCC2CCN(C3CCCC3)CC2)cc1 the results were RMI FANCM FP 82.
Cc1sc2ncnc(SCC(=O)Nc3ccc4c(c3)OCCO4)c2c1C was read as RMI FANCM FP 95.
`N#C/C(N)=C(/C#N)NCc1ccccc1Sc1ccc(Cl)cc1` gave RMI FANCM FP 54.
For O=C(O)Cc1csc(Nc2ccc(F)cc2)n1 the results were RMI FANCM FP 71.
For O=C(Nc1c2c(nn1-c1ccc(F)cc1)CSC2)c1ccc(S(=O)(=O)N2CCCC2)cc1 the results were RMI FANCM FP 60.
`O=C(Cc1cc(=O)[nH]c(SCc2ccccc2)n1)N1CCc2ccccc2C1` gave RMI FANCM FP 72.
`COCCn1c(=NC(=O)CCSc2ccccc2)sc2cc(S(N)(=O)=O)ccc21` gave RMI FANCM FP 68.
For CS(=O)(=O)c1ccc(NC(=S)N2CCN(c3ccccc3)CC2)cc1 the results were RMI FANCM FP 65.
Screening O=C(NNC(=O)c1cccs1)NC(=O)c1ccccc1Cl returned RMI FANCM FP 56.
Cc1nc(SCC(=O)Nc2ccc(S(N)(=O)=O)cc2)c2cnn(-c3ccccc3)c2n1 was read as RMI FANCM FP 126.
Screening COc1ccc(Nc2ncnc3sc(-c4ccccc4)cc23)c(OC)c1 returned RMI FANCM FP 67.
For CCSc1nnc(CSc2ncccn2)n1-c1ccc(Cl)cc1 the results were RMI FANCM FP 59.
`CCOc1cccc(NC(=O)c2ccc(Br)cc2F)c1` gave RMI FANCM FP 51.
Screening O=C(N/N=C\c1cccc(F)c1)C12CC3CC(CC(C3)C1)C2 returned RMI FANCM FP 57.
`COc1ccc(Cl)cc1N1CC(c2nc(-c3ccncc3)no2)CC1=O` (stereo unspecified) gave RMI FANCM FP 62.
`Cc1ccc(C2C(C(=O)c3sc(-c4ccccc4)nc3C)=C(O)C(=O)N2CCN(C)C)o1` (stereo unspecified) gave RMI FANCM FP 59.
For COc1cc(OC)cc(C(=O)Nc2nc3ccc(Cl)cc3s2)c1 the results were RMI FANCM FP 101.
For Cc1ccc(C(C)NC(=O)/C=C/c2ccccc2)c(C)c1 (stereo unspecified) the results were RMI FANCM FP 55.
CNc1nnc(Sc2nnc(NC)s2)s1 was read as RMI FANCM FP 47.
`Cc1cc(C(=O)Nc2cc(C(F)(F)F)ccc2N2CCOCC2)nn1-c1ccccc1` gave RMI FANCM FP 54.
Screening O=C(NCc1nnc(SCC(=O)N2CCCc3ccccc32)n1-c1ccccc1)c1cccc2ccccc12 returned RMI FANCM FP 61.
O=C(Cn1c(=O)nc(-c2ccccc2)c2cc(Cl)ccc21)Nc1ccc(Br)cc1 was read as RMI FANCM FP 64.
`COCCn1c(SCC(=O)NCC2CCCO2)nc2c([nH]c3ccccc32)c1=O` (stereo unspecified) gave RMI FANCM FP 58.
`O=C(O)CC(CC(=O)Nc1ccc(-n2ccc(C(F)(F)F)n2)cc1)c1ccccc1` (stereo unspecified) gave RMI FANCM FP 58.
`CCn1nccc1C(=O)Nc1ccc(S(C)(=O)=O)cc1` gave RMI FANCM FP 71.
For CC(C)(C)n1ncc2c(=O)n(CC(=O)N3CCCCCC3)cnc21 the results were RMI FANCM FP 63.
`CSC1=N/C(=C\c2ccccc2Cl)C(=O)N1N(C)C` gave RMI FANCM FP 55.
Screening COc1cccc2c1C(=O)c1c(O)c3c(c(O)c1C2=O)C[C@@](O)(C(C)=O)C[C@@H]3OC1CC(N)C(O)C(C)O1 (stereo partly specified) returned RMI FANCM FP -4.
Screening CCOC(=O)C(=NNc1ccccc1)C(C)=N returned RMI FANCM FP 53.
`Cc1ccc(N2CC(C(=O)N3CCC4(CC3)CC(=O)c3ccccc3O4)CC2=O)cc1C` (stereo unspecified) gave RMI FANCM FP 54.
Screening C[C@@H]1OC(O[C@H]2[C@H](OC(=O)[C@]34CCC(C)(C)CC3C3=CCC5[C@@]6(C)CC[C@H](OC7O[C@@H](C)[C@H](O[C@@H]8OC[C@@H](O)[C@H](O)[C@H]8O)[C@@H](O)[C@H]7O)C(C)(C)C6CC[C@@]5(C)[C@]3(C)CC4O)OC[C@H](O)[C@H]2O)[C@H](O)[C@H](O)[C@H]1O[C@@H]1O[C@H](CO)[C@@H](O)[C@H](O)[C@H]1O (stereo partly specified) returned RMI FANCM FP 57.
`CC(C)N1CCc2c(sc(NC(=O)CCS(=O)(=O)c3ccc(Cl)cc3)c2C(N)=O)C1` gave RMI FANCM FP 55.
`CCC(=O)N1CCN(c2nc3c(C)c(Cl)ccc3s2)CC1` gave RMI FANCM FP 54.
`O=C(Nc1ccncc1[N+](=O)[O-])c1ccc([N+](=O)[O-])cc1` gave RMI FANCM FP 62.
COc1ccc2nc(-c3ccc(OC)c(NC(=O)c4cccs4)c3)cn2n1 was read as RMI FANCM FP 62.
`c1ccc2c(-c3nnc(-c4ccc5nccnc5c4)o3)cccc2c1` gave RMI FANCM FP 55.
`O=C(Cc1cccs1)NCCc1csc(-c2ccccc2)n1` gave RMI FANCM FP 61.
For Cc1nnc(NC(=O)C2CC2)s1 the results were RMI FANCM FP 67.
CN1C(=O)C(C)(C)COc2ccc(NC(=O)c3ccccc3Br)cc21 was read as RMI FANCM FP 66.
`NC(=O)CSc1nc(-c2ccccc2)c(NC(=O)/C=C\c2ccccc2)s1` gave RMI FANCM FP 59.
For CC(=O)Nc1cccc(NC(=O)CSc2nc(CC(=O)NC(C)C)cs2)c1 the results were RMI FANCM FP 63.
For O=c1ccc(-c2ccc(Cl)cc2)nn1CCCNS(=O)(=O)CCc1ccccc1 the results were RMI FANCM FP 63.
CCOC(=O)N1CCN(S(=O)(=O)c2ccc(C(=O)Nc3nc4c(CC)cccc4s3)cc2)CC1 was read as RMI FANCM FP 85.
Screening Cc1ccc2nc(-c3ccc(NC(=O)c4cccc([N+](=O)[O-])c4C(=O)O)cc3)sc2c1 returned RMI FANCM FP 57.
OC(CN1CCCCC1)Cn1c2ccccc2c2ccccc21 (stereo unspecified) was read as RMI FANCM FP 65.
`NC(=O)CSc1nc(N)c(NC(=O)c2ccc(Br)o2)c(=O)[nH]1` gave RMI FANCM FP 70.
For Cc1ccc(/C=N\NC(=S)N2CCOCC2)cc1 the results were RMI FANCM FP 57.
`Cc1ccccc1C(=O)Nc1ccc2c(c1)OCC(C)(C)C(=O)N2` gave RMI FANCM FP 69.
`COc1ccc(S(=O)(=O)NC(C)C)c2ccccc12` gave RMI FANCM FP 58.
CCOC(=O)c1sc(=NC(=O)/C=C\c2cccc([N+](=O)[O-])c2)n(C)c1C was read as RMI FANCM FP 69.
CC(=O)N(C)c1ccc(NC(=S)NC(=O)/C=C/c2ccco2)cc1 was read as RMI FANCM FP 59.
COc1cccc(NC(=O)CCn2cnc3c([nH]c4ccccc43)c2=O)c1 was read as RMI FANCM FP 64.

A section taken from the entries so far, for reference:
`Cc1ccccc1C(=O)Nc1ccc2c(c1)OCC(C)(C)C(=O)N2` gave RMI FANCM FP 69.
`COc1ccc(S(=O)(=O)NC(C)C)c2ccccc12` gave RMI FANCM FP 58.
CCOC(=O)c1sc(=NC(=O)/C=C\c2cccc([N+](=O)[O-])c2)n(C)c1C was read as RMI FANCM FP 69.
CC(=O)N(C)c1ccc(NC(=S)NC(=O)/C=C/c2ccco2)cc1 was read as RMI FANCM FP 59.
COc1cccc(NC(=O)CCn2cnc3c([nH]c4ccccc43)c2=O)c1 was read as RMI FANCM FP 64.

Additional records:
For CS(=O)(=O)c1ccsc1 the results were RMI FANCM FP 58.
Screening CC(=O)c1cccc(NC(=O)Cn2cnc3c(sc4nc(C)cc(C)c43)c2=O)c1 returned RMI FANCM FP 64.
COc1ccccc1N1CCN(C(=O)C(=O)c2c[nH]c3ccccc23)CC1 was read as RMI FANCM FP 60.
`CC(C)(C)OC(=O)NCc1n[nH]c(=S)n1-c1ccccc1` gave RMI FANCM FP 58.
COc1ccc(-c2nnc(NC(=O)C3CCCN(S(C)(=O)=O)C3)o2)cc1OC (stereo unspecified) was read as RMI FANCM FP 64.
For CN1C(=O)/C(=C/c2ccc(Cl)cc2)N(C)C1=S the results were RMI FANCM FP 59.
Screening O=C(NCCOc1ccccc1)c1ccccc1 returned RMI FANCM FP 61.
`COc1ccc(-c2ccc(N3CCN(C(=O)NC4CCCCC4)CC3)nn2)cc1` gave RMI FANCM FP 81.
COC(=O)c1c(NC(=O)Cc2ccc(F)cc2)sc2c1CCN(C(C)C)C2 was read as RMI FANCM FP 72.
